Screening data: PubChem BioAssay, several laboratories
SV40 large T antigen: SV40 large T antigen inhibitors, biochemical (AID 1903) | SV40 large T antigen ATPase/helicase inhibition assay; higher % means a stronger effect | inhibition, % at 20 µM; hits with a dose series show IC50 in µM | 310,000 compounds, 0.39% hits; in the data active = a potency from the dose series; inconclusive = inhibition mostly from about 32% at the one dose, without a potency; inactive = the rest, 99 in 100 with inhibition below about 32%; note: strong numbers were not always called active
SIAH1 antagonists: Siah-1 peptide-binding antagonists, primary screen, biochemical, fluorescence polarization, rhodamine-plectin, uHTS (AID 1817); Siah-1 / rhodamine-plectin peptide fluorescence polarization; higher % means a stronger effect; displacement, % at 20 µM, or IC50 in µM where a hit was titrated; 290,000 compounds, 0.02% hits;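 active = displacement of at least 50% at 20 µM, with a fluorescence ratio check between 0.3 and a set limit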;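 note: plate controls were Siah plus tracer with DMSO for no effect and tracer alone without Siah for full effect; strong numbers were not always called active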
AID2073: disruptors of CaV2.2 binding to Mint1 – biochemical, HTRF (AID 2073) | inhibition, % at 20 µM, or IC50 in µM where a hit was titrated | 290,000 compounds, 0.19% hits | HTRF protein-protein interaction, Mint1-CaV2.2; higher % means a stronger effect; in the data active = inhibition mostly above about 51%, no sharp cut-off; inconclusive = no clear call, values can overlap the other calls; inactive = mostly below about 53%; note: some results filed as inactive read as strong as hits
West Nile virus CPE: West Nile virus antiviral activity, cell-based, CPE readout (AID 1621). CPE inhibition, % at 10 µM, or IC50 in µM where a hit was titrated. 290,000 compounds, 0.02% hits. West Nile virus-infected cells, CPE inhibition; higher % means a stronger effect; in the data active = a potency from the dose series; inconclusive = CPE inhibition mostly from about 3.7% at the one dose, without a potency; inactive = the rest, 99 in 100 with CPE inhibition below about 2.2%; note: strong numbers were not always called active
K1F lysis inhibition: inhibition of K1F phage lysis, E. coli UTI89, bacterial capsule biogenesis inhibitors, alamar blue (AID 488966). E. coli UTI89 K1F phage lysis, alamar blue, 2 h; higher % means a stronger effect. inhibition, % at 100 µM, or IC50 in µM where a hit was titrated. 340,000 compounds, 0.02% hits;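 active = phage lysis inhibition, versus mean bacterial control, above a set limit; inconclusive = no clear call, values can overlap the other calls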;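 note: capsule biogenesis inhibitors block K1F phage lysis so surviving cells raise fluorescence; higher fluorescence means more inhibition of phage lysis; actives were called in the ten point dose series up to 300 µM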
Rac1 GTP hydrolysis: MgcRacGAP GTPase-activating activity inhibitors, confirmation, biochemical, ADP Hunter fluorescence; MgcRacGAP-stimulated Rac1 GTP hydrolysis, ADP Hunter fluorescence; higher % means a stronger effect; GST-tagged Rac1 F28L mutant substrate; one-dose inhibition, % at 30 µM; IC50 in µM for titrated hits; 340,000 compounds, 0.6% hits; AID 624330;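 active = first-screen hits whose inhibition reached a set limit at any dose in the follow-up dose series; inconclusive = inhibition above the set first-screen limit but never retested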;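 note: fluorescence reports GDP produced by GAP-driven GTP hydrolysis; strong numbers were not always called active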
NTR1 ag: NTR1-driven beta-arrestin-GFP spot formation – imaging, U2OS cells, high content, primary screen (AID 493036) | P30989 | agonist mode | activation, % at 20 µM | 330,000 compounds, 0.17% hits;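 active = activation at or above 40% of the spot to cytoplasm intensity ratio, with at least 20 cells analyzed; inconclusive = wells under 20 cells, flagged as cytotoxic or low count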;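 note: 0% = DMSO without peptide and 100% = 100 nM NTR1 peptide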
Target sequence (P30989 whole entry, looked up): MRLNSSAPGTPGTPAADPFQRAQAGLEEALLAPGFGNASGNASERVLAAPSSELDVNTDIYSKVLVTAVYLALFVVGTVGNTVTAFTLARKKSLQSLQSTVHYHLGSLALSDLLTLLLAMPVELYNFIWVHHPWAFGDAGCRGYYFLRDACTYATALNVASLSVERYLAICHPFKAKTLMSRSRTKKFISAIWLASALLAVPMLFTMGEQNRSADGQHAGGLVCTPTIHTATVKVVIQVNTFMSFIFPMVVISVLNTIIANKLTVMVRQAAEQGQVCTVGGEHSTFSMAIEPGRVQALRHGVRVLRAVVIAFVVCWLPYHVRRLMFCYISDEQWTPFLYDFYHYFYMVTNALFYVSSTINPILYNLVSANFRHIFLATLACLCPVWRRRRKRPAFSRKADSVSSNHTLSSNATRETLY
RSV antiviral HEp-2: RSV antiviral activity via CPE protection, HEp-2 cells, primary 10 µM value included (AID 2391); 310,000 compounds, 0.13% hits; HEp-2 cells, RSV-induced CPE inhibition; higher % means a stronger effect; one-dose CPE inhibition, % at 10 µM; IC50 in µM for titrated hits; in the data active = a potency from the dose series; inconclusive = CPE inhibition mostly from about 23% at the one dose, without a potency; inactive = the rest, 99 in 100 with CPE inhibition below about 21%; note: strong numbers were not always called active
Dengue-2 NS5 capping: Dengue-2 NS5 methyltransferase inhibitors, primary screen, biochemical, confirmation dose response (AID 588689); Dengue-2 NS5 methyltransferase capping enzyme assay, biochemical; higher % means a stronger effect; inhibition, % at 25 µM, or IC50 in µM where a hit was titrated; 340,000 compounds, 0.3% hits; in the data active = a potency from the dose series; inconclusive = inhibition above about 29% without an active follow-up result
NTR1 ag cell count 20 µM: also measured in NTR1 ag; calls as there; cell count; measured here: cell count, cytotoxicity flag
Dengue-2 NS5 capping pilot replicate: further read-out of Dengue-2 NS5 capping, marked with its call; inhibition, %; measured here: pilot screen replicate inhibition
* marks the source's active call; other numbers are inactive results; u = inconclusive; x = no result given; [ ] = another dose, or the depositor's remark.

Sample of the layout:
SMILES	SV40 large T antigen	SIAH1 antagonists	AID2073	West Nile virus CPE	K1F lysis inhibition	Rac1 GTP hydrolysis	NTR1 ag	NTR1 ag cell count 20 µM	RSV antiviral HEp-2	Dengue-2 NS5 capping	others
Cc1nc(SCC(=O)Nc2ccc3c(c2)OCCO3)c2oc3ccccc3c2n1	8%	3%	5%	1.2%	0.6%	0%	3.4	73	0.6%	-6%
COc1ccc(/C=C(/NC(=O)c2cccs2)C(=O)NCc2ccco2)cc1OC	2%	-2%	-12%	-0.1%	-0.1%	2%	2.7	44	-1.2%	5%
O=C(NC1CCCCC1)N1CCN(Cc2ccco2)CC1	2%	11%	18%	-0.8%	0.0%	2%	-0.3	96	-0.1%	-3%
O=S(=O)(/N=C(\c1ccccc1F)N1CCCCC1)c1ccccc1	2%	-2%	-8%	0.2%	2.0%[50 µM]	8%	-1.6	57	1.0%	-1%
C=C(C)COc1ccc(-c2ncncc2Oc2ccc(OC)cc2)c(O)c1	5%	-7%	2%	0.1%	0.4%	4%	1.4	42	6.2%	1%
CN1CCN2c3ncccc3Cc3ccccc3C2C1 (stereo not drawn)	5%	x	x	0.0%	-2.8%	3%	-1.9	63	-1.6%	-4%
O=C1CCC(N2C(=O)c3ccccc3C2=O)C(=O)N1 (stereo not drawn)	15%	-2%	-4%	0.3%	-0.8%	0%	1.8	49	0.1%	-1%
COc1cccc(CN2CCN(Cc3cccc(Br)c3)CC2)c1OC	10%	3%	4%	-1.0%	0.0%	u	0.0	47	-0.2%	3%
O=C(CCl)Nc1ccc2c(c1)OCO2	9%	2%	27%	0.8%	-3.6%	7%	1.5	41	-0.4%	3%
Cc1[nH]c(=O)[nH]c(=O)c1Cc1cccc2ccccc12	1%	0%	4%	0.0%	-1.0%	10%	-0.1	92	u	-7%
CCOc1ccc2[nH]c3nc(SCC(=O)OC(C)C)nnc3c2c1	5%	0%	9%	-0.1%	1.4%	4%	-0.1	71	2.7%	-2%

Main list, from the start:
SMILES	SV40 large T antigen	SIAH1 antagonists	AID2073	West Nile virus CPE	K1F lysis inhibition	Rac1 GTP hydrolysis	NTR1 ag	NTR1 ag cell count 20 µM	RSV antiviral HEp-2	Dengue-2 NS5 capping	others
Cc1nc(SCC(=O)Nc2ccc3c(c2)OCCO3)c2oc3ccccc3c2n1	8%	3%	5%	1.2%	0.6%	0%	3.4	73	0.6%	-6%
COc1ccc(/C=C(/NC(=O)c2cccs2)C(=O)NCc2ccco2)cc1OC	2%	-2%	-12%	-0.1%	-0.1%	2%	2.7	44	-1.2%	5%
O=C(NC1CCCCC1)N1CCN(Cc2ccco2)CC1	2%	11%	18%	-0.8%	0.0%	2%	-0.3	96	-0.1%	-3%
O=S(=O)(/N=C(\c1ccccc1F)N1CCCCC1)c1ccccc1	2%	-2%	-8%	0.2%	2.0%[50 µM]	8%	-1.6	57	1.0%	-1%
C=C(C)COc1ccc(-c2ncncc2Oc2ccc(OC)cc2)c(O)c1	5%	-7%	2%	0.1%	0.4%	4%	1.4	42	6.2%	1%
CN1CCN2c3ncccc3Cc3ccccc3C2C1 (stereo not drawn)	5%	x	x	0.0%	-2.8%	3%	-1.9	63	-1.6%	-4%
O=C1CCC(N2C(=O)c3ccccc3C2=O)C(=O)N1 (stereo not drawn)	15%	-2%	-4%	0.3%	-0.8%	0%	1.8	49	0.1%	-1%
COc1cccc(CN2CCN(Cc3cccc(Br)c3)CC2)c1OC	10%	3%	4%	-1.0%	0.0%	u	0.0	47	-0.2%	3%
O=C(CCl)Nc1ccc2c(c1)OCO2	9%	2%	27%	0.8%	-3.6%	7%	1.5	41	-0.4%	3%
Cc1[nH]c(=O)[nH]c(=O)c1Cc1cccc2ccccc12	1%	0%	4%	0.0%	-1.0%	10%	-0.1	92	u	-7%
CCOc1ccc2[nH]c3nc(SCC(=O)OC(C)C)nnc3c2c1	5%	0%	9%	-0.1%	1.4%	4%	-0.1	71	2.7%	-2%
CC(=O)NCC(=O)NC1(C(=O)NC2CCCC2)CCCCC1	12%	-4%	-2%	-0.3%	1.7%	12%	-1.2	52	3.3%	0%
Cc1ccc(N2C(N)=C(C#N)C(c3cccs3)C3=C2CC(C)(C)CC3=O)cc1 (stereo not drawn)	9%	-3%	-9%	-0.7%	-0.3%	5%	6.6	89	3.8%	-5%
COCC(C)NC(C(=O)Nc1ccc(C)c(Cl)c1)c1ccccc1 (stereo not drawn)	0%	1%	-2%	-0.5%	5.0%	2%	-1.3	69	0.8%	2%
CC(=O)Nc1nnc(S(=O)(=O)N2CCN(c3ccc([N+](=O)[O-])cc3Cl)CC2)s1	9%	1%	-33%	-0.2%	-0.5%	-7%	0.6	84	u	-1%
CCc1cccc(CC)c1NC(=O)COC(=O)/C(C#N)=C/c1ccc(OC)cc1	11%	-3%	15%	-0.1%	1.9%	4%	-0.2	42	4.9%	7%
Nc1ncnc(NCc2ccc(F)cc2)c1[N+](=O)[O-]	1%	34%	1%	-0.4%	0.2%	3%	-0.1	37	12%	0%
CC(C)CCNC(=O)c1onc(CSc2ccccc2)c1C(=O)NCCC(C)C	1%	x	x	-0.6%	-0.4%	6%	-2.9	62	5.5%	-4%
CCSc1nnc2c(n1)OC1(CCCC1)Nc1ccccc1-2	19%	0%	-8%	-0.1%	1.3%	8%	0.6	60	0.4%	-4%
Cc1noc(C)c1S(=O)(=O)NCCc1ccc(S(N)(=O)=O)cc1	2%	0%	5%	-0.1%	1.5%	2%	-0.1	58	1.4%	-6%
COc1ccc(NC(=O)CN(C)S(=O)(=O)c2ccc3c(c2)NC(=O)CS3)cc1	11%	-2%	0%	-0.1%	-0.2%	x	-0.2	76	0.8%	-4%
CCOC(=O)c1cnc(-n2nc(C)cc2C)nc1N(C)C	1%	1%	5%	-1.1%	0.8%	5%	2.4	89	-0.8%	-2%	Dengue-2 NS5 capping pilot replicate=3.7
CCN(C(=O)c1cnc(N2CCN(c3ncccn3)CC2)c2ccccc12)c1cccc(Cl)c1	2%	3%	7%	-1.0%	3.8%	6%	9.9	44	8.6%	-2%
COc1cc(C(=O)NC23CC4CC(CC(C4)C2)C3)cc(OC)c1OC	12%	-1%	-1%	-0.6%	0.1%	1%	-0.8	74	1.8%	2%
CC(C)NC(=O)c1ccc(COCC(F)(F)F)cc1	1%	-1%	-3%	0.8%	-0.3%	2%	-0.4	78	-0.3%	-9%

Continued:
SMILES	SV40 large T antigen	SIAH1 antagonists	AID2073	West Nile virus CPE	K1F lysis inhibition	Rac1 GTP hydrolysis	NTR1 ag	NTR1 ag cell count 20 µM	RSV antiviral HEp-2	Dengue-2 NS5 capping	others
CCc1ccccc1NC(=O)CCC(=O)OCC(=O)c1ccc(-c2ccccc2)cc1	10%	39%	24%	-0.8%	1.0%[50 µM]	-7%	0.6	80	2.8%	8%
O=[N+]([O-])c1cc(S(=O)(=O)Nc2ccc(Cl)cc2)ccc1N/N=C/c1ccncc1	2%	15%	43%	-0.6%	-0.2%	4%	16	49	0.4%	4%
COc1ccccc1N1CCN(C(c2cc3ccc(C)cc3[nH]c2=O)c2nnnn2C2CCCC2)CC1 (stereo not drawn)	-4%	2%	17%	0.6%	2.0%	4%	2.9	70	6.7%	-2%
O=C1CC(Sc2ncccn2)C(=O)N1c1ccccc1C(F)(F)F (stereo not drawn)	10%	-1%	-5%	0.3%	1.0%	0%	0.3	50	2.4%	-10%
Cc1ccc(-c2nnc(-c3ccc(Br)cc3)o2)o1	14%	11%	8%	-0.3%	-0.1%	4%	1.1	75	1.2%	3%
CC(C)[C@H](NC(=O)N1CC(=O)Nc2ccccc21)C(=O)Nc1nccs1	2%	6%	-6%	0.2%	0.2%	4%	0.2	59	0.7%	3%
CCCCOC(=O)CCn1[nH]c(=O)c2ccccc2c1=O	2%	0%	7%	0.0%	1.3%	5%	-0.3	77	0.0%	-9%
CCCC(=O)c1cc2c(cc1NC(=O)CC)OCCO2	6%	1%	6%	0.1%	0.0%	13%	3.0	86	4.0%	-13%
CN1CCN(c2ccc(NC(=O)c3ccc(C#N)cc3F)cc2Cl)CC1	11%	-8%	2%	-0.3%	0.2%	2%	0.9	60	-3.4%	-3%
O=S(=O)(c1ccc(F)cc1)N1CCN(CCOc2ccccc2)CC1	x	x	x	x	1.6%	8%	-0.4	60	x	3%
COC(=O)c1cc(OC)c(OC)cc1NC(=O)c1ccc(C)cc1	6%	4%	4%	-0.5%	0.2%	5%	3.0	79	0.1%	-4%
COc1ccc(C2C(C#N)=C(SC)NC3=C2C(=O)CC(C)(C)C3)cc1 (stereo not drawn)	8%	-1%	5%	x	0.1%	11%	-3.2	57	2.0%	-5%
CCOc1ccccc1C1CC(=O)NC(SCC(=O)Nc2nccs2)=C1C#N (stereo not drawn)	11%	-4%	27%	0.4%	2.1%	9%	0.9	54	2.6%	-5%
Cc1nc2sc(C(c3ccc(Br)cc3)N3CC(C)OC(C)C3)c(O)n2n1 (stereo not drawn)	8%	-3%	-5%	-0.7%	2.4%	7%	-0.5	69	0.6%	-10%
NS(=O)(=O)c1ccc(CNC(=S)NC2CCCC2)cc1	1%	-1%	-5%	0.1%	0.4%	0%	0.0	42	1.9%	-8%
CCSc1nnc(NC(=O)CSc2nnc(-c3c[nH]c4ccccc34)n2CC)s1	10%	1%	2%	0.3%	0.2%	18%	7.3	62	1.5%	-1%
COc1ccc(Cl)cc1NC(=O)CSc1nc(C)cc(C)n1	8%	3%	-12%	0.7%	0.1%	2%	1.2	81	13%	3%
Cc1ccc(NC2=CC(=O)CC(C)(C)C2)cc1C	14%	-1%	1%	-1.0%	0.1%	8%	-1.5	92	1.6%	-2%
COc1ccc(C2C(C#N)=C(/N=C/N3CCN(C)CC3)OC3=C2C(=O)CC(C)(C)C3)cc1 (stereo not drawn)	20%	1%	-2%	0.0%	0.2%	13%	-0.7	26	0.2%	4%
O=C(COC(=O)Cc1ccccc1[N+](=O)[O-])NC1CCCC1	0%	1%	8%	0.3%	1.6%	9%	1.8	94	0.1%	-5%
O=C(O)COc1ccccc1/C=N/NC(=O)c1ccc2c(c1)OCCO2	6%	-7%	7%	0.5%	0.0%	-1%	0.4	72	2.3%	0%
